TcdB GH inh – TcdB glycohydrolase inhibition | P18177 | TcdB glycohydrolase enzymatic assay, plate reader | inhibition, % at 9.99 µM | actives 0.24% (n = 350,000); in the data active means inhibition above about 10%
Target sequence (P18177 whole entry, looked up): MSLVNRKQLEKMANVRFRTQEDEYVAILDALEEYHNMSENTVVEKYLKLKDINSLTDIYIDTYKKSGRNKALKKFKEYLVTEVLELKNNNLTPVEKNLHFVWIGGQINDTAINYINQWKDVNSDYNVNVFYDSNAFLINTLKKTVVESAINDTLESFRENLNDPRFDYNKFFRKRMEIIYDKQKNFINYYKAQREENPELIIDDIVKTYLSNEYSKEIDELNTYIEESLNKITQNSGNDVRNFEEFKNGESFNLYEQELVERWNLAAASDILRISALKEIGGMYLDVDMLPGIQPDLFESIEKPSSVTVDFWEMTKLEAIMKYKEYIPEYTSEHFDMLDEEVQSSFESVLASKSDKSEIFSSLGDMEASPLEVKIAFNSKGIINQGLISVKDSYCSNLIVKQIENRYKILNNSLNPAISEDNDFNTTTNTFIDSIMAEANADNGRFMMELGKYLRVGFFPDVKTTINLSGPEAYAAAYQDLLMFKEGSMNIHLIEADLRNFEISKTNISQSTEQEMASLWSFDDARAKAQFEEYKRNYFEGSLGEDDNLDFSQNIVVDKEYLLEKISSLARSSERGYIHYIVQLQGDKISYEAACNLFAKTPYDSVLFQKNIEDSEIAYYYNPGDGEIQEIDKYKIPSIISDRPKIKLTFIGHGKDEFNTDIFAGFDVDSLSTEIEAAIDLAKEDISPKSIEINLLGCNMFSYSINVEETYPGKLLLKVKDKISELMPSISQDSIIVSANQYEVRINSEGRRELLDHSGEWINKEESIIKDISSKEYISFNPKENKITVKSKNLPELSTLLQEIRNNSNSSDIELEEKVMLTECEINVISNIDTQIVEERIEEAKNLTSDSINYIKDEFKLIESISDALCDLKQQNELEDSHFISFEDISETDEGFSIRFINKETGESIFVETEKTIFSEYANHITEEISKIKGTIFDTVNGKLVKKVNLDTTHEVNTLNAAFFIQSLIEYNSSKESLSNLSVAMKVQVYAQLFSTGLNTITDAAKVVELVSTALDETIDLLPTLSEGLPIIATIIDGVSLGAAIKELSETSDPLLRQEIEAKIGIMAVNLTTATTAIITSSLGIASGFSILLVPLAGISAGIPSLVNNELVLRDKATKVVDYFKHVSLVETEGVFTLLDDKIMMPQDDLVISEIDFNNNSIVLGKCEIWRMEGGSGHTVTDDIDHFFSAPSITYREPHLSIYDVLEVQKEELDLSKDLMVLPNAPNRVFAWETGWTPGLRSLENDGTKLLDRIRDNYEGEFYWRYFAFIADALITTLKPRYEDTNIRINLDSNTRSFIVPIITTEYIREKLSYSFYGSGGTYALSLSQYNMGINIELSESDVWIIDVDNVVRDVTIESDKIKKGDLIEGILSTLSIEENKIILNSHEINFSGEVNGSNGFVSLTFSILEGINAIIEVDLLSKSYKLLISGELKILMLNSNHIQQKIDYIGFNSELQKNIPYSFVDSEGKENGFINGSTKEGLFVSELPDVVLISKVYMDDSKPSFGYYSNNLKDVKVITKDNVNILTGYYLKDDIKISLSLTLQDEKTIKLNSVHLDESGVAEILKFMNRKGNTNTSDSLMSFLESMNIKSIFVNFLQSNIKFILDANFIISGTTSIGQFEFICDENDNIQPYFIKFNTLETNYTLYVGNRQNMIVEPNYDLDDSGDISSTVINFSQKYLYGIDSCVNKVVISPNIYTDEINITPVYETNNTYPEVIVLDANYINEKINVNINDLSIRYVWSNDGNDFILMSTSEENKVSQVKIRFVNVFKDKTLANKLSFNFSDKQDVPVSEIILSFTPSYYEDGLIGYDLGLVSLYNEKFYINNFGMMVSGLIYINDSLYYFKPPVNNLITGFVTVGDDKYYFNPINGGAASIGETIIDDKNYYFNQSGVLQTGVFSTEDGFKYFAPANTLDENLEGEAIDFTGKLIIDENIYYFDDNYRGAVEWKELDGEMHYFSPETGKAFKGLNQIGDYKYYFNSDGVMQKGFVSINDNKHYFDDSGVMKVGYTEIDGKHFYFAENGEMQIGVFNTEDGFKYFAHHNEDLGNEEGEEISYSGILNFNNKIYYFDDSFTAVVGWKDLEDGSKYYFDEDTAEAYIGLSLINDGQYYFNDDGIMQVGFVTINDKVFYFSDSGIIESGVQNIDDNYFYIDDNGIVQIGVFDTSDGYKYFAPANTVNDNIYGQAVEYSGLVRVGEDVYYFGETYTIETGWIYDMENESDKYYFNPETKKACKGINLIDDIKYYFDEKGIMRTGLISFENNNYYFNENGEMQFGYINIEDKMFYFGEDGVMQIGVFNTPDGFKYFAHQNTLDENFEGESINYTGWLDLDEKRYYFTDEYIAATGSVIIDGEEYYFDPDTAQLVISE
* marks the source's active call; other numbers are inactive results.

Compound | TcdB GH inh
CN1CCCCN2[C@H](CO)[C@H](c3ccc(Br)cc3)[C@@H]2C1 | 0.4
O=C(C[C@H]1C=C[C@H](NC(=O)Cc2cccnc2)[C@H](CO)O1)NCc1ccc2c(c1)OCO2 | -0.4
C[C@@H]1CN([C@@H](C)CO)C(=O)c2cc(C#CC3CC3)cnc2O[C@@H]1CN(C)C(=O)CC1CC1 | 0.2
Cc1ccc(S(=O)(=O)Nc2ccc3c(c2)C(=O)N([C@@H](C)CO)C[C@@H](C)[C@H](CN(C)S(C)(=O)=O)O3)cc1 | 0.8
COc1ccc(CN(C)C[C@@H]2OCCCC[C@@H](C)Oc3ccc(NS(=O)(=O)c4cn(C)cn4)cc3C(=O)N([C@H](C)CO)C[C@@H]2C)cc1 | -0.3
CC(C)NC(=O)N(C)C[C@@H]1Oc2ccc(NC(=O)Cc3cn(C)c4ccccc34)cc2CC(=O)N([C@@H](C)CO)C[C@@H]1C | -0.4
COCC(=O)N1C[C@@H](C)[C@H](OC)CN(C)C(=O)c2ccc(NC(=O)c3ccccc3)cc2OC[C@H]1C | -2.0
Cc1ccc(S(=O)(=O)Nc2ccc3c(c2)C(=O)N([C@H](C)CO)C[C@H](C)[C@H](CN(C)S(=O)(=O)c2ccc(C)cc2)OCCCC[C@@H](C)O3)cc1 | 0.4
Cc1noc(C)c1S(=O)(=O)Nc1ccc2c(c1)C(=O)N([C@H](C)CO)C[C@H](C)[C@@H](CN(C)S(=O)(=O)c1ccc(F)cc1)OCCCC[C@@H](C)O2 | -0.9
C/C=C/c1ccc([C@@H]2[C@H](CO)N3CCCCN(S(=O)(=O)c4ccc(OC)cc4)C[C@@H]23)cc1 | 0.3
Cc1ccc(F)cc1S(=O)(=O)N[C@@H]1CCN(C(=O)c2ccc(OC(C)C)cc2)C1 | -0.8
C[C@H]1CN([C@@H](C)CO)C(=O)c2cc(-c3cccc(F)c3)cnc2O[C@@H]1CN(C)C | -0.1
C[C@@H]1CCCCO[C@@H](CN(C)C(=O)Nc2ccc(C(F)(F)F)cc2)[C@@H](C)CN([C@H](C)CO)C(=O)c2cc(NC(=O)CCC(F)(F)F)ccc2O1 | -0.7
N#C[C@H]1[C@H](c2ccccc2-c2cccc(F)c2)[C@@H](CO)N1C(=O)CN1CCOCC1 | -0.7
C[C@@H]1CN([C@H](C)CO)C(=O)CCCn2nncc2CO[C@@H]1CN(C)Cc1ccc(Cl)c(Cl)c1 | 1.4
C[C@H](CO)N1C[C@H](C)[C@H](CN(C)C(=O)Nc2ccccc2F)Oc2ncc(/C=C/c3ccccc3)cc2C1=O | 0.8
COC(=O)C[C@H]1C[C@H]2c3cc(NC(=O)c4cccnc4)ccc3O[C@H]2[C@@H](CO)O1 | 0.5
Cc1noc(C)c1S(=O)(=O)Nc1ccc2c(c1)C(=O)N([C@@H](C)CO)C[C@@H](C)[C@@H](CN(C)C(=O)CCC(F)(F)F)OCCCC[C@H](C)O2 | -1.4
O=C(C[C@H]1CC[C@@H](NS(=O)(=O)c2ccc(F)cc2)[C@H](CO)O1)N1CCc2ccccc2C1 | 0.2
C[C@@H]1CN([C@H](C)CO)C(=O)c2cc(NC(=O)Nc3ccc(F)cc3)ccc2O[C@@H](C)CCCCO[C@H]1CN(C)Cc1ccc(Cl)c(Cl)c1 | -0.2
CCOC(=O)c1cc2c(c(-c3cccc(-c4cccc(F)c4)c3)n1)[C@H](CCO)N(S(=O)C(C)(C)C)C2 (stereo partly specified) | -7.4
CC=Cc1ccc2n(c1=O)C[C@@H]1[C@@H](CO)[C@H](C(=O)Nc3ccccc3)N(CC3CCCC3)[C@H]21 (mixture of isomers) | -0.2
O=C(C[C@@H]1CC[C@H](NC(=O)c2cnccn2)[C@@H](CO)O1)NCc1ccccc1F | 0.1
CC(C)C#Cc1ccc2c(c1)O[C@H](CN(C)C(=O)Cc1ccccn1)[C@H](C)CN([C@@H](C)CO)S2(=O)=O | -0.1
COc1ccc2c3c([nH]c2c1)[C@@H](CO)N(Cc1cc(F)ccc1F)CC31CN(C(C)=O)C1 | -5.6
C[C@H]1CN([C@@H](C)CO)C(=O)CCCn2cc(nn2)CO[C@H]1CN(C)S(=O)(=O)c1ccccc1C#N | 0.7
CC(C)NC(=O)N(C)C[C@H]1OCCCC[C@H](C)Oc2ccc(NS(=O)(=O)c3cn(C)cn3)cc2C(=O)N([C@@H](C)CO)C[C@@H]1C | -10.4
C[C@@H]1CN([C@H](C)CO)C(=O)c2cccc(NC(=O)Nc3ccc(F)cc3)c2O[C@@H]1CN(C)Cc1ccc(Oc2ccccc2)cc1 | 0.1
COc1ccc(S(=O)(=O)Nc2ccc3c(c2)C(=O)N([C@@H](C)CO)C[C@@H](C)[C@@H](CN(C)C(=O)Nc2ccc(F)cc2)O3)cc1 | 0.3
CC(=O)N(C)C[C@H]1Oc2cc(C#Cc3ccccc3)ccc2S(=O)(=O)N([C@H](C)CO)C[C@@H]1C | 1.7

Compounds shown so far containing a cyano group:
Compound | TcdB GH inh
N#C[C@H]1[C@H](c2ccccc2-c2cccc(F)c2)[C@@H](CO)N1C(=O)CN1CCOCC1 | -0.7
C[C@H]1CN([C@@H](C)CO)C(=O)CCCn2cc(nn2)CO[C@H]1CN(C)S(=O)(=O)c1ccccc1C#N | 0.7

Other entries:
Compound | TcdB GH inh
C[C@H]1CN([C@@H](C)CO)C(=O)c2cccc(NC(=O)NC3CCCCC3)c2O[C@@H]1CN(C)C(=O)Nc1ccc(F)cc1 | 1.2
Cc1noc(C)c1NC(=O)N(C)C[C@@H]1Oc2ccc(NC(=O)Nc3ccc4c(c3)OCO4)cc2CC(=O)N([C@H](C)CO)C[C@H]1C | -2.9
COc1ccc2c3c([nH]c2c1)[C@@H](CO)N(C(=O)c1ccncc1)CC31CN(C(=O)Nc2cccc(F)c2)C1 | 2.5
CNC[C@@H]1Oc2ccc(NS(=O)(=O)c3ccc(OC)cc3)cc2C(=O)N([C@H](C)CO)C[C@@H]1C | 0.4
CCCN1C[C@@H](C)[C@@H](OC)CN(C)C(=O)c2ccc(NC(=O)C3CC3)cc2OC[C@H]1C | 0.4
C[C@@H]1CN([C@H](C)CO)C(=O)Cc2cc(NC(=O)c3ccncc3)ccc2O[C@H]1CN(C)Cc1ccc(C(=O)Nc2ccccc2N)cc1 | 0.9
COCC(=O)Nc1ccc2c(c1)OC[C@H](C)N(CCC(F)(F)F)C[C@@H](C)[C@H](OC)CN(C)C2=O | -0.2
COc1ccc(NC(=O)N[C@H]2CC[C@@H](CC(=O)NC3CCCCC3)O[C@H]2CO)cc1 | -0.1
C[C@@H]1CN([C@@H](C)CO)C(=O)c2cc(C#CCN(C)C)cnc2O[C@@H]1CN(C)Cc1ccc(F)cc1 | 0.5
Cc1ccc(S(=O)(=O)Nc2cccc3c2O[C@H](CN(C)S(=O)(=O)c2ccc(C)cc2)[C@@H](C)CN([C@H](C)CO)C3=O)cc1 | -0.1
Cc1ccc(S(=O)(=O)Nc2ccc3c(c2)C(=O)N([C@@H](C)CO)C[C@@H](C)[C@H](CN(C)CC2CCCCC2)OCCCC[C@H](C)O3)cc1 | 0.8
CCC(=O)N1CC(=O)N2[C@H](CO)[C@@H](c3ccc(C#CC4CCCC4)cc3)[C@H]2C1 | -2.1
COc1cccc(S(=O)(=O)N[C@H]2CC[C@@H](CCn3cc(-c4ccccc4)nn3)O[C@@H]2CO)c1 | -0.5
C[C@@H]1CCCCO[C@H](CN(C)S(=O)(=O)c2ccc(Cl)cc2)[C@@H](C)CN([C@@H](C)CO)C(=O)c2cc(NS(=O)(=O)c3ccc(Cl)cc3)ccc2O1 | -0.8
O=S(=O)(N[C@@H]1CC[C@H](CCn2cc(C3CC3)nn2)O[C@H]1CO)c1ccc(Cl)cc1 | 1.2

In a second layout: entries from further up
> C[C@@H]1CN([C@H](C)CO)C(=O)c2cccc(NC(=O)Nc3ccc(F)cc3)c2O[C@@H]1CN(C)Cc1ccc(Oc2ccccc2)cc1
- TcdB GH inh: 0.1
> COc1ccc(S(=O)(=O)Nc2ccc3c(c2)C(=O)N([C@@H](C)CO)C[C@@H](C)[C@@H](CN(C)C(=O)Nc2ccc(F)cc2)O3)cc1
- TcdB GH inh: 0.3
> CC(=O)N(C)C[C@H]1Oc2cc(C#Cc3ccccc3)ccc2S(=O)(=O)N([C@H](C)CO)C[C@@H]1C
- TcdB GH inh: 1.7
> C[C@H]1CN([C@@H](C)CO)C(=O)c2cccc(NC(=O)NC3CCCCC3)c2O[C@@H]1CN(C)C(=O)Nc1ccc(F)cc1
- TcdB GH inh: 1.2

Additional results
Compound | TcdB GH inh
COc1ccc(CN(C)C[C@@H]2Oc3c(NC(=O)c4ccncc4)cccc3C(=O)N([C@@H](C)CO)C[C@H]2C)cc1 | 0.1
C[C@@H]1CN([C@H](C)CO)C(=O)c2cc(NC(=O)CCC(F)(F)F)ccc2O[C@H]1CN(C)Cc1ccccc1 | 0.2
CCS(=O)(=O)N1CCCCN2[C@H](CO)[C@H](c3ccc(-c4ccccc4F)cc3)[C@H]2C1 | -0.8
CO[C@@H](CN(C)CC1CCOCC1)[C@H](C)CN(C(=O)Nc1ccc(F)cc1)[C@@H](C)CO | 0.4
C[C@@H]1CN([C@@H](C)CO)C(=O)Cc2cc(NC(=O)Nc3ccc(C(F)(F)F)cc3)ccc2O[C@@H]1CN(C)S(=O)(=O)c1ccccc1 | 0.7
CCCNC(=O)[C@@H]1[C@@H](CO)[C@@H]2Cn3c(ccc(C4=CCCC4)c3=O)[C@@H]2N1C(=O)CC | -0.3
COCC(=O)N1[C@H](C(=O)N2CCN(C)CC2)[C@@H](CO)[C@@H]2Cn3c(ccc(C4=CCCC4)c3=O)[C@@H]21 | 0.0
O=C(C1CCC1)N1CC(=O)N2[C@H](CO)[C@@H](c3ccc(-c4cccnc4)cc3)[C@@H]2C1 | 0.5
COc1cccc(-c2ccc3c(c2)[C@H]2[C@H](CCN2C(=O)NC2CCCCC2)[C@H](CO)N3C)c1 | -0.1
O=C(Nc1ccc2c(c1)OCO2)N[C@@H]1CC[C@H](CCNC(=O)C2CCC2)O[C@H]1CO | -0.1
COCC(=O)Nc1ccc2c(c1)[C@H]1C[C@@H](CC(=O)N3CCOCC3)O[C@H](CO)[C@H]1O2 | -1.7
CN(C[C@H]1[C@H](c2ccccc2)[C@@H](CO)N1C(=O)c1ccccc1)C(=O)C1CC1 | 0.0
CCCNC(=O)C[C@H]1CC[C@H]2[C@H](COc3ccc(NC(=O)c4cc(C)on4)cc3C(=O)N2C)O1 | -0.7
O=C(Nc1nccs1)[C@@H]1[C@@H](CO)[C@@H]2Cn3c(cccc3=O)[C@H]1N2C(=O)C1CCCCC1 | 0.8
COc1ccc(CN(C)C[C@@H]2Oc3ccc(NC(=O)C4CCCCC4)cc3CC(=O)N([C@H](C)CO)C[C@H]2C)cc1 | -0.5
OC[C@H]1[C@H](c2ccc(-c3cccnc3)cc2)[C@@H]2CN(CC3CC3)CCCCN12 | -0.4
CC(=O)NC[C@H]1[C@@H](c2ccccc2)[C@H](CO)N1C(=O)Cc1cccnc1 | -1.4
C[C@@H]1CN([C@@H](C)CO)C(=O)c2cc(NS(C)(=O)=O)ccc2O[C@@H](C)CCCCO[C@@H]1CN(C)S(=O)(=O)c1cccs1 | -0.2
Cc1ccccc1S(=O)(=O)N[C@H]1CC[C@@H](CCn2cc(-c3ccccc3)nn2)O[C@@H]1CO | -17.3
COc1ccc(S(=O)(=O)N(C)C[C@H]2OCCCC[C@@H](C)Oc3ccc(NS(=O)(=O)c4ccc(C)cc4)cc3C(=O)N([C@@H](C)CO)C[C@H]2C)cc1 | 0.5
O=C(C1CCCCC1)N1[C@H](CO)[C@@H]2c3ccccc3NC[C@@H]21 | -1.2
O=C(C[C@H]1C[C@@H]2c3cc(NC(=O)NC4CCCC4)ccc3O[C@@H]2[C@H](CO)O1)NC1CCCCC1 | -1.9
O=C(Nc1ccc(C(F)(F)F)cc1)N[C@H]1C=C[C@@H](CC(=O)N2CCCCC2)O[C@@H]1CO | 1.2
COCC(=O)Nc1ccc2c(c1)OC[C@H](C)N(C(=O)NC(C)C)C[C@H](C)[C@@H](OC)CN(C)C2=O | -0.5
C[C@@H]1CN([C@H](C)CO)C(=O)c2c(c3ccccc3n2C)-c2ccccc2CO[C@H]1CN(C)S(=O)(=O)c1cccc(C#N)c1 | -0.2
Cc1noc(C)c1S(=O)(=O)N(C)C[C@@H]1OCCCC[C@H](C)Oc2ccc(NC(=O)Nc3ccc(F)cc3)cc2C(=O)N([C@H](C)CO)C[C@H]1C | -0.4
CCCN1C[C@H](C)[C@H](OC)CN(C)C(=O)c2ccc(NS(C)(=O)=O)cc2OC[C@H]1C | -2.4
CC(C)[C@H]1COCc2cn(nn2)CC[C@@H](Cc2ccccc2)C(=O)N1 | -0.4
COCC#Cc1cnc2c(c1)C(=O)N([C@@H](C)CO)C[C@H](C)[C@@H](CN(C)S(=O)(=O)c1cccc(OC)c1)O2 | -0.8
C[C@H]1CCCCO[C@H](CN(C)CC2CCCCC2)[C@@H](C)CN([C@@H](C)CO)C(=O)c2cc(NC(=O)c3ccccc3)ccc2O1 | -3.7
C[C@@H]1CCCCO[C@@H](CN(C)S(=O)(=O)c2ccccc2)[C@@H](C)CN([C@H](C)CO)C(=O)c2cc(NS(=O)(=O)c3cccs3)ccc2O1 | -0.9
COc1ccc2c3c(n(C)c2c1)[C@@H](CO)N(C(=O)CN(C)C)CC31CN(S(C)(=O)=O)C1 | 1.6
C[C@H](CO)N1C[C@H](C)[C@@H](CN(C)C(=O)Cc2ccccc2)OCCCC[C@H](C)Oc2ccc(NS(=O)(=O)c3cccs3)cc2C1=O | 0.5
COc1ccc(S(=O)(=O)N[C@H]2CC[C@@H](CC(=O)N3CCN(c4ccccc4)CC3)O[C@H]2CO)cc1 | 0.5
CCCC(=O)Nc1ccc2c(c1)OC[C@H](C)N(Cc1ccccc1F)C[C@H](C)[C@@H](OC)CN(C)C2=O | 0.6
CN(C)C(=O)C[C@H]1C=C[C@H](NC(=O)C2CCOCC2)[C@H](CO)O1 | -7.6
CS(=O)(=O)N1[C@H](CO)[C@H](c2ccc(-c3ccccc3F)cc2)[C@@H]1C#N | 1.7

Screening results as filed in PubChem.

The list is partial (hit frequency here may not be typical).
